# Assay outcomes from PubChem.
# EP2 antag = EP2 receptor (human) inhibition. C6 glioma cells expressing human EP2, cAMP TR-FRET; cells stimulated with saturating PGE2. inhibition, % at 25 µM. 260,000 compounds, 0.52% hits. P43116;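 active = percent inhibition above 40 after rounding to a whole number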;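 also: rat C6 glioma host cells with rolipram phosphodiesterase inhibitor present; the protocol text gives 20 µM as final concentration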
# Target sequence (P43116 whole entry, looked up): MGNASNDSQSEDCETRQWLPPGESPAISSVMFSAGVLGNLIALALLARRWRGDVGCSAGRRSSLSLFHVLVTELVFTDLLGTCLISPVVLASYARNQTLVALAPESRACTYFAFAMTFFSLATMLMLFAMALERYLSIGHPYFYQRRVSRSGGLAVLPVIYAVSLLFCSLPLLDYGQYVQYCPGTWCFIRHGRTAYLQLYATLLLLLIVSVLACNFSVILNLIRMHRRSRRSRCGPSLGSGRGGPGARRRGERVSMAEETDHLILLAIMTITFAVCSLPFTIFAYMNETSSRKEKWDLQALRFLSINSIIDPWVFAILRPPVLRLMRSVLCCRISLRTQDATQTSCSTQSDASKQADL
# * marks the source's active call; other numbers are inactive results; & = joins results of further samples.
# A first look (20 entries):
SMILES,EP2 antag
CCC(=O)N(Cc1cc2cc(OC)ccc2[nH]c1=O)c1ccc(C)cc1,13
COc1ccc2[nH]c(=O)c(CN(Cc3ccco3)C(=S)Nc3ccc(C)cc3C)cc2c1,10
O=C(c1ccc(Cn2cc(Cl)cn2)o1)N1CCC[C@H]1[C@H](O)c1nc2ccccc2s1,8
Cc1cccc2cc(CN(CC3CCCO3)C(=S)Nc3cccc(Cl)c3)c(=O)[nH]c12 (stereo unspecified),5
CCCN(CC1CC1)c1nc(C)nc(Nc2c(Cl)cc(Cl)cc2Cl)c1Cl,11&9
CC1=C(N2CCCCC2)CCC1=O,9
C=CCN1CCc2cc(OC)c(OC)cc2C1C (stereo unspecified),14
O=C(CCSc1ccc(Cl)cc1)NCc1ccc2c(c1)OCO2,6
C=CCNC(=O)[C@H]1C=CCN1S(=O)(=O)c1ccc(F)cc1,8
Cc1ccc(C(=O)NCCN2CCC(O)(c3ccc(F)cc3)CC2)s1,6
Cc1cccc2cc(C(c3nnnn3C3CCCC3)N3CCCc4ccccc43)c(=O)[nH]c12 (stereo unspecified),8
O=C(O)CCCC(=O)N1N=C(c2ccc(Cl)cc2)CC1c1ccco1 (stereo unspecified),9
COc1ccccc1OCC(=O)Nn1cnnc1,4
CN(C)CCCNC(=O)CN1N=C(C(C)(C)C)Cn2c(cc3sccc32)C1=O,10
Cn1c(=O)c2c(-c3ccc(F)cc3)c(C#N)c(N)nc2n(C)c1=O,4
CCC(=O)Nc1ccc(N2CCN(C(=O)C(C)C)CC2)c(Cl)c1,6
O=C(Cn1ncc2cccn2c1=O)Nc1ccccc1-c1ccccc1,6
Cc1cc(C)c2[nH]c(=O)c(C(c3nnnn3Cc3ccccc3)N3CCCC4(CCCCC4)C3)cc2c1 (stereo unspecified),9
COCCn1nnnc1CN(Cc1cccs1)Cc1cc2ccc(C)cc2[nH]c1=O,6
CCOc1cc(-c2nc3cnccn3c2NC(C)(C)C)ccc1O,5

# The list itself (from the top)
SMILES,EP2 antag
CCC(=O)N(Cc1cc2cc(OC)ccc2[nH]c1=O)c1ccc(C)cc1,13
COc1ccc2[nH]c(=O)c(CN(Cc3ccco3)C(=S)Nc3ccc(C)cc3C)cc2c1,10
O=C(c1ccc(Cn2cc(Cl)cn2)o1)N1CCC[C@H]1[C@H](O)c1nc2ccccc2s1,8
Cc1cccc2cc(CN(CC3CCCO3)C(=S)Nc3cccc(Cl)c3)c(=O)[nH]c12 (stereo unspecified),5
CCCN(CC1CC1)c1nc(C)nc(Nc2c(Cl)cc(Cl)cc2Cl)c1Cl,11&9
CC1=C(N2CCCCC2)CCC1=O,9
C=CCN1CCc2cc(OC)c(OC)cc2C1C (stereo unspecified),14
O=C(CCSc1ccc(Cl)cc1)NCc1ccc2c(c1)OCO2,6
C=CCNC(=O)[C@H]1C=CCN1S(=O)(=O)c1ccc(F)cc1,8
Cc1ccc(C(=O)NCCN2CCC(O)(c3ccc(F)cc3)CC2)s1,6
Cc1cccc2cc(C(c3nnnn3C3CCCC3)N3CCCc4ccccc43)c(=O)[nH]c12 (stereo unspecified),8
O=C(O)CCCC(=O)N1N=C(c2ccc(Cl)cc2)CC1c1ccco1 (stereo unspecified),9
COc1ccccc1OCC(=O)Nn1cnnc1,4
CN(C)CCCNC(=O)CN1N=C(C(C)(C)C)Cn2c(cc3sccc32)C1=O,10
Cn1c(=O)c2c(-c3ccc(F)cc3)c(C#N)c(N)nc2n(C)c1=O,4
CCC(=O)Nc1ccc(N2CCN(C(=O)C(C)C)CC2)c(Cl)c1,6
O=C(Cn1ncc2cccn2c1=O)Nc1ccccc1-c1ccccc1,6
Cc1cc(C)c2[nH]c(=O)c(C(c3nnnn3Cc3ccccc3)N3CCCC4(CCCCC4)C3)cc2c1 (stereo unspecified),9
COCCn1nnnc1CN(Cc1cccs1)Cc1cc2ccc(C)cc2[nH]c1=O,6
CCOc1cc(-c2nc3cnccn3c2NC(C)(C)C)ccc1O,5
CCC(c1nnnn1C1CCCCC1)N1CCN(CC)CC1 (stereo unspecified),10
N=c1ccn2c(n1)O[C@@H]1C2O[C@H](CO)[C@H]1O (stereo partly specified),14
Cc1ccc2[nH]c(=O)c(C(c3nnnn3C3CCCC3)N3CCN(c4ccc(F)cc4)CC3)cc2c1 (stereo unspecified),8
CC(C)(C)OC(=O)N1CCC(CC2CC(c3ccccc3)=NO2)(C(=O)O)CC1 (stereo unspecified),19
O=C(NNc1ccccc1)C(=O)n1ccc2ccccc21,15
COc1ccccc1C1(O)CCCN(CC(O)c2ccc(C)cc2)C1 (stereo unspecified),4
COc1ccccc1C(C)Nc1ncccc1C(=O)O (stereo unspecified),10
Cc1ccc(C(=O)NCCCCNC(=O)c2ccc(C)nc2)cn1,4
O=C1NC2(CCN(C(=O)c3ccco3)CC2)Nc2ccccc21,4
CC1=CC2=NC(=O)CC(C)(C(=O)N3CCN(C4CCCCC4)C(=O)C3)N2C=C1 (stereo unspecified),1
O=C(NCCN1CCOCC1)c1c(O)c2ccccc2[nH]c1=O,15
CN(C)Cc1c[nH]c2nc[nH]c(=O)c12,13
Cc1ccc2c(c1)C(=O)CC1(CCN(C(=O)OC(C)(C)C)CC1)O2,7
CC(C)Oc1ccc2ccccc2c1/C=C\c1nc(O)c([N+](=O)[O-])c(=O)[nH]1,8
OCC[C@@H]1C[C@H](O)[C@@H](O)[C@]2(CCCO2)O1,6
CC1(C(=O)N(CCc2ccccc2)CC(=O)NC2CCCC2)CC(=O)N=C2C=CC=CN21 (stereo unspecified),5
CC(C)(C)c1ccc(C(=O)Nc2ccc(NC(=O)c3cccnc3)cc2)cc1,13
COc1ccc(OCC(=O)Nc2sc3c(c2C#N)CCCC3)cc1,5
CCCc1nc(C(C)(C)O)c(C(=O)OCc2oc(=O)oc2C)n1Cc1ccc(-c2ccccc2-c2nn[nH]n2)cc1,10
COc1cc(S(=O)(=O)N2CCOCC2)ccc1Cl,5
Cc1nn(C)cc1S(=O)(=O)NCCNC(=O)c1ccccn1,6
CN1CCN(C2CCNCC2)CC1,10
CCN(CC)C(=O)N1CCC(c2cccnc2)CC1,6
CN(CCc1ccccn1)c1ccc2c(c1)Cc1ccccc1-2,52*
COc1ccc(CC(=O)NC(c2ccc(F)c(F)c2)c2nccn2C)cc1 (stereo unspecified),5
O=C(NCCc1ccc(F)cc1)C(=O)NCc1ccco1,12
COc1ccc(/C=C/c2cc(O)cc(O[C@@H]3O[C@H](CO)[C@@H](O)[C@H](O)[C@H]3O)c2)cc1,13
c1ccc2c(CN3CCN(Cc4ccncc4)CC3)cccc2c1,8
Clc1nc2ccccc2c(N2CCCCC2)c1CNCCN1CCOCC1,12
COc1ccc2nc(SCC(=O)Nc3ccc(C)cc3Br)c(C#N)cc2c1,21
COc1ccc(C(NC(=O)c2cnc(C(C)(C)C)nc2)c2ccncc2)cc1 (stereo unspecified),10
C=CCn1c(SCC(=O)Nc2cccc(OC)c2)nnc1-c1ccncc1,7
CN1CCCC1CCOC(C)(c1ccccc1)c1ccc(Cl)cc1 (stereo unspecified),15
COc1cccc(CC(=O)NC(c2ccc(F)c(F)c2)c2nccn2C)c1 (stereo unspecified),9
CCOc1cc(C(=O)Nc2sc3c(c2C(N)=O)CCC(C)C3)cc(OCC)c1OCC (stereo unspecified),6
COc1ccc(C2C(C(=O)OC(C)C)=C(C)NC3=C2C(=O)CC(C)(C)C3)cc1 (stereo unspecified),7
CC(=O)c1ccc(S(=O)(=O)N(Cc2cc3cc(C)c(C)cc3[nH]c2=O)CC2COCCO2)cc1 (stereo unspecified),15
COc1ccc(OC)c(C(=O)CSc2nnc(COc3ccc(C)cc3)o2)c1,8
CCC(c1nnnn1C1CCCC1)N(Cc1cc2cc(C)c(C)cc2[nH]c1=O)C1CCCCC1 (stereo unspecified),12
COc1ccc2nc(NC(=O)CCCC(=O)O)sc2c1,6
# Next compounds:
SMILES,EP2 antag
CCOc1cc(Br)cc(/C=C2\SC(N)=NC2=O)c1O,8
O=C(CNC1CCCC1)Nc1ccc(N2CCCC2)cc1,14
C=C(C)Cn1nc(C)c(CN(C)CCOc2ccccc2)c1C,2
COc1ccc([C@H]2CN(Cc3ccccc3)C[C@@H]2NC(=O)c2ccco2)cc1OC,5
CCC(C(=O)OC)n1cnc2sc(C(=O)Nc3ccccc3)c(C)c2c1=O (stereo unspecified),13
CCCOc1ccc(C(=O)Nc2nnn(CC)n2)cc1,10
COc1ccc(C2Nc3ccc(C)cc3-c3cc(C)nn32)cc1OC (stereo unspecified),12
Cc1cc(C)c2cc(C#N)c(SCC(=O)Nc3nc(C)c(C)s3)nc2c1,12
CC(=O)NC1=NN(C(C)=O)C(C)(C)S1,9
Cc1ccc(/C(O)=C2/C(=O)C(=O)N(CCCN3CCOCC3)C2c2ccncc2)cc1F (stereo unspecified),5
Cc1cc(NC(=O)c2ccc(F)cc2)ccc1NC(=O)c1ccco1,8
CCc1ccccc1NC(=O)CSc1nnc(C2CC2)n1CC,10
Cc1cc(C)c2[nH]c(=O)c(C(c3nnnn3C3CCCC3)N3CCCC3)cc2c1 (stereo unspecified),11
COc1c(C(=O)NCC(C)n2cncn2)cnc2cc(Cl)ccc12 (stereo unspecified),6
CCCn1ncc(CN2C[C@@H]3CCCN3C[C@H]2Cc2ccccc2)c1C,4
CCOC(=O)C1=C(C)NC2=C(C(=O)c3ccccc32)C1c1ccc2ccccc2c1 (stereo unspecified),11
CCn1c(C(C)NC(=O)c2ccc(Cl)cc2Cl)n[nH]c1=S (stereo unspecified),8
CCOCc1nnc(NC(=O)c2cc3cccc(C)c3nc2C)s1,3
COc1ccc(S(=O)(=O)Nc2cccnc2)c(C)c1C,5
NC(=O)CSc1nnc(-c2ccccc2)n1N,12
Cc1ccc(C)c2c1cc(C)c1nnc(SCC(=O)Nc3cccc(F)c3)n12,4
C=CCn1c(SC(C)C(=O)Nc2ccccc2C)nnc1-c1ccncc1 (stereo unspecified),7
C[C@@H]1CCC[C@]2(O[C@@H](CCO)C[C@@H](O)[C@@H]2O)O1,3
Cc1ccc2cc(C(c3nnnn3C(C)(C)C)N3CCN(C)CC3)c(=O)[nH]c2c1C (stereo unspecified),17
O=C(O)CCN1CCCC1,5
CCN1c2ncccc2C(=O)NC12CCN(C(=O)c1cnn(CC)c1)CC2,6
CCc1nnc(NC(=O)CSc2nc3cc(C)c(C)cc3cc2C)s1,22
O=C(CSc1nc2ccccc2s1)c1sc2sc3ccccc3[n+]2c1O,66*
COc1ccc(NC(=O)CSc2nc(-c3cccs3)cc(C(F)(F)F)n2)cc1OC,7
O=S1(=O)CC(N2CCOCC2)C(N2CCOCC2)C1 (stereo unspecified),15
COC(=O)C1=C(C)N(CCCC(=O)O)C(=O)NC1c1ccc2c(c1)OCO2 (stereo unspecified),10
Cc1cc(NC(=O)CCC(=O)N(c2ccccc2)C(C)C(=O)NC2CCCC2)no1 (stereo unspecified),4
Cc1cccc(C)c1NC(=O)CSc1nnc(C2CCCCC2)n1C,9
CCC(CC)C(=O)N1CCC(c2nc3c(nnn3Cc3ccccc3Cl)c(=O)[nH]2)CC1,23
Cc1ccc(C)c2c1cc(C)c1nnc(SCC(=O)NCCc3ccccc3)n12,12
COCCn1nnnc1C(c1cc2cc(C)c(C)cc2[nH]c1=O)N1CCN(c2ccccc2F)CC1 (stereo unspecified),6
O=C(COc1ccc(S(=O)(=O)N2CCCC2)cc1)NC1CCCC1,14
Cn1c(=O)[nH]c(=O)c2c1nc(N)n2CCOc1ccccc1,4
O=C(Nc1cc(C(F)(F)F)ccc1Cl)C1CCN(C(=O)c2cccs2)CC1,9
C[C@H](Br)C(=O)c1ccc2cc(Br)c3ccccc3c2c1,28
COc1ccc(-c2cc(C(F)(F)F)nc(SCC(=O)N3CCCCC3C)n2)cc1 (stereo unspecified),52*
CC1(C)CC(=O)C2=C(C1)OC(N)=C(C#N)C2c1cc(Cl)ccc1Cl (stereo unspecified),11
CCCNC(=O)N1CCC(n2c(C)nc3cccnc32)CC1,12
CCN(Cc1ccccc1)C(c1cc2ccc(C)cc2[nH]c1=O)c1nnnn1C1CCCC1 (stereo unspecified),11
COc1ccccc1NC(=O)c1cc2n(n1)C(C(F)(F)F)CC(c1ccco1)N2 (stereo unspecified),14
CC1C(c2ccc(F)cc2)=NOC1C(=O)NC(c1ccccc1)c1cccnc1 (stereo unspecified),2
CCc1n(CC(O)COc2ccc(I)cc2)c2ccccc2[n+]1C (stereo unspecified),15
COc1cc2cc(C)c(SCC(=O)Nc3ccccc3F)nc2cc1OC,6
COc1ccc(-c2cc(C(F)(F)F)nc(SCC(=O)NC(C)(C)C)n2)cc1,19
CC(Cc1ccc(O)c(O)c1)C(C)Cc1ccc(O)c(O)c1 (stereo unspecified),19
Cc1cc(NS(=O)(=O)c2ccc(NC(=O)CCCOc3ccccc3C)cc2)no1,4
CCOC(=O)Cc1csc(NS(=O)(=O)c2ccc(NC(C)=O)cc2)n1,11
COc1ccc(S(=O)(=O)N(CCO)Cc2cc3ccc(C)cc3[nH]c2=O)cc1,12
CCOc1ccc2nc(SCC(=O)Nc3cccc(OC)c3)[nH]c2c1,12
O=C(COc1ccc(S(=O)(=O)N2CCCC2)cc1)Nc1ccccc1Cl,8
O=C1c2cccc3cccc(c23)C(=O)N1c1ccc(N2C(=O)c3cccc4cccc(c34)C2=O)cc1,10
O=C(O)CCCSc1nc2ccccc2s1,11
CCCn1c(=O)c(C(=O)Nc2ccc(OC)cc2)c(O)c2ccccc21,12
COc1ccccc1CN1CC[C@@H](NCCCN(C)C)[C@H](O)C1,5
Cc1cc2cc(CN(Cc3ccccc3)Cc3nnnn3C3CCCC3)c(=O)[nH]c2cc1C,14
# (further entries)
SMILES,EP2 antag
Cn1c(=O)[nH]c(=O)c2c1nc(Nc1ccccc1)n2CCO,10
COc1ccc(C2=NOC(C)(c3sc(-c4ccc(Cl)cc4)nc3C)C2)cc1 (stereo unspecified),14
Cc1ccc(C(O)CN2CCC(O)(c3ccccc3C)CC2)cc1C (stereo unspecified),7
CCOc1ccccc1N(CC(=O)N1CCCCC1)S(C)(=O)=O,10
Cc1cc(-c2cc(N)c(=O)n(CC(=O)NCc3ccco3)n2)c(C)o1,7
COc1ccccc1CNCc1c[nH]c2ccccc12,17
CCC1c2ccsc2CCN1Cc1ccc(OCCOC)cc1 (stereo unspecified),8
O=C1NC(CC(=O)N2CCC(n3nnc(-c4ccc(F)cc4)n3)CC2)c2ccccc21 (stereo unspecified),5
O=C(/C=C/c1ccc(Br)o1)c1ccc(Br)cc1,13

# Only part of the results is shown, so the mix of outcomes need not match the whole.
